High-throughput results as filed in PubChem.
SENP6 block – SENP6 protease inhibitors, primary screen, biochemical, luminescence, uHTS. Recombinant SENP6 catalytic domain, aminoluciferin luminescence. hit rate 1.8% among 330,000. inhibition, % at 10 µM. Sentrin-specific protease 6 (Homo sapiens), Q9GZR1;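 active means inhibition above about 50% at the single tested dose, limit read from the data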;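 further: plate controls were DMSO wells with enzyme for no effect and DMSO wells lacking enzyme for full effect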
Apaf1 inhib – inhibitors of human Apaf-1 apoptosome, primary screen, biochemical, DEVD-Rh110 fluorescence, uHTS. Apoptotic protease-activating factor 1 (Homo sapiens), O14727. reconstituted apoptosome caspase-3 activity. inhibition, % at 20 µM. hit rate 0.71% among 330,000. AID 489030, 2010; active means inhibition of at least 40% at 20 µM;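 further: plate controls were DMSO wells for no effect and DEVD-CHO caspase inhibitor wells for full effect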
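System: Apoptosome proteins | Medium: Hepes pH 7.5 with detergent and BSA | Also added: Cytochrome c trigger plus (Z-DEVD)2-Rh110 caspase-3 substrate | Incubation: 30 min compound preincubation, 50 min activation, room temperature | Detection: Rhodamine 110 fluorescence at Ex 480/Em 540 nm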
SENP7 block – SENP7 protease inhibitors, primary screen, biochemical, luminescence, uHTS | Sentrin-specific protease 7 (Homo sapiens), Q9BQF6 | hit rate 1.5% among 330,000 | inhibition, % at 5 µM | recombinant SENP7, Z-RLRGG-aminoluciferin luminescence, 40 min | AID 434973, 2010;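 active means inhibition above about 50% at the single test dose, limit read from the data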;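 further: plate controls were DMSO with enzyme for no effect and no enzyme buffer wells for full effect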
A3G deaminase – APOBEC3G DNA deaminase inhibitors, primary screen, biochemical, fluorescence, single-stranded DNA substrate, uHTS; DNA dC->dU-editing enzyme APOBEC-3G (Homo sapiens), Q9HC16; recombinant A3G, ssDNA deamination FAM/TAMRA fluorescence; inhibition, % at 20 µM; hit rate 0.28% among 330,000;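 active means inhibition of at least 40% at 20 µM, with no more than 30% in the related APOBEC3A deaminase screen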;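 further: plate controls were DMSO wells with A3G for no effect and wells lacking A3G enzyme for full effect; some compounds called inactive have numbers as strong as hits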
Target sequence (Q9HC16 whole entry, looked up): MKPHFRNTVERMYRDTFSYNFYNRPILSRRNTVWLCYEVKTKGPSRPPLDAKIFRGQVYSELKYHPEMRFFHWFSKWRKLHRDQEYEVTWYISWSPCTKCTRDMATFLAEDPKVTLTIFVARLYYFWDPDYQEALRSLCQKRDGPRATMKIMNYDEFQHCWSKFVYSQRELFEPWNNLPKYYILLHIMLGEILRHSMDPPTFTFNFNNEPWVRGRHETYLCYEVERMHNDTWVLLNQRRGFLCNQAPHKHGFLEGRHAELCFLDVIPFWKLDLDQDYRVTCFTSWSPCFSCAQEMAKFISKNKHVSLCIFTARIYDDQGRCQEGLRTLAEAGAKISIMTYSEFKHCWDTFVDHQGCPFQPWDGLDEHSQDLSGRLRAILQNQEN
UBC13 inh – UBC13 polyubiquitin chain formation inhibitors, primary screen, biochemical, TR-FRET, uHTS. hit rate 0.47% among 330,000. inhibition, % at 20 µM. AID 485273, 2010. Ubiquitin-conjugating enzyme E2 N (Homo sapiens), P61088; in the data active means inhibition above about 45%, passing the limit was not always enough
Target sequence (P61088 whole entry, looked up): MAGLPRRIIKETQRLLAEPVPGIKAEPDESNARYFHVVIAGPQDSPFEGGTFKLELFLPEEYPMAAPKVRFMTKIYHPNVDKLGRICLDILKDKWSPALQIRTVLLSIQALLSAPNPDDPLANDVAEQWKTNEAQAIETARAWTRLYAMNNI
SENP8 block-1 – human SENP8 protease inhibitors, primary screen, biochemical, fluorescence, Nedd8 protein substrate, uHTS. Sentrin-specific protease 8 (Homo sapiens), Q96LD8. recombinant SENP8. inhibition, % at 20 µM. hit rate 0.64% among 360,000. AID 602440, 2012; in the data active means inhibition mostly above about 40%, no sharp cut-off; inactive means mostly below about 27%
Target sequence (Q96LD8 whole entry, looked up): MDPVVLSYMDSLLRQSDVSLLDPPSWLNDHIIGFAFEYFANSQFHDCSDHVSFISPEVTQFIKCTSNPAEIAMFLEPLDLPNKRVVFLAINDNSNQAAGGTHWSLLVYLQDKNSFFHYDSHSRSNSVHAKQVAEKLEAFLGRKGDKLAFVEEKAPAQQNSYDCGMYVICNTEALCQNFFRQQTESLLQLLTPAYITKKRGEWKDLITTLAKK
SENP8 block-2 – SENP8 protease inhibitors, primary screen, biochemical, luminescence | inhibition, % at 10 µM | hit rate 1.2% among 330,000 | AID 2540, 2010 | Sentrin-specific protease 8 (Homo sapiens), Q96LD8 | purified SENP8, Z-RLRGG-aminoluciferin cleavage; in the data active means inhibition above about 50%
SENP1 FRET inh – human SENP1 catalytic domain inhibitors, primary screen, biochemical, FRET, uHTS | hit rate 0.21% among 360,000 | recombinant SENP1 catalytic domain, CyPet-SUMO1-YPet FRET cleavage | inhibition, % at 10 µM | Sentrin-specific protease 1 (Homo sapiens), Q9P0U3 | AID 624204, 2012;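 active means inhibition at least 30% at 10 µM, raw YFP signal under a set limit, fluorescence ratio 0.5 to 1.5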;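 further: 0% = enzyme with DMSO and 100% = no enzyme wells; some results filed as inactive read as strong as hits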
Target sequence (Q9P0U3 419-644 limits assumed): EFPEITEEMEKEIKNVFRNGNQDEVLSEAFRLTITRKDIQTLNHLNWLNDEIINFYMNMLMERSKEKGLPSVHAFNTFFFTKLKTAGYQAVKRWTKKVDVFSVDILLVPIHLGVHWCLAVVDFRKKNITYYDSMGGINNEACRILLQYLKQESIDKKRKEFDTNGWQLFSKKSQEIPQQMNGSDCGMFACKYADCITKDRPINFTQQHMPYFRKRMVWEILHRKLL
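system = hSENP1 catalytic domain, recombinant | reagent = SFCypet-SUMO1-SFYpet substrate at 25 nM | doses = one dose per compound, 10 µM, 0.5% DMSO | incubation = enzyme reaction for 50 min at room temperature, dark | measured by = FRET, CFP and YFP emission | controls = no-enzyme low, enzyme-DMSO high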
* marks the source's active call; other numbers are inactive results; x = no result given; & = joins results of further samples. Compounds were not picked by outcome; overall some 3.6% were active at least once.

SMILES	SENP6 block	Apaf1 inhib	SENP7 block	A3G deaminase	UBC13 inh	SENP8 block-1	SENP8 block-2	SENP1 FRET inh
COc1ccc(CCC(=O)NC(C)c2ccccc2)cc1OC (stereo unspecified)	-9.7	2.1	4.8	-2.1	3.5	3.8	2.6	0.0
Cc1nn(C)c(C)c1S(=O)(=O)N(CC(=O)NCCN1CCOCC1)c1ccc(C(C)C)cc1	6.3	2.7	-4.9	0.3	-1.4	14.1	0.6	1.1
O=S(=O)(NC1=NCCC1)c1ccc(F)cc1	-8.8	0.7	-6.3	0.3	-5.2	9.5	-14.0	0.6
Nc1c(N2CCCCC2)c2ccccc2oc1=O	-0.9	1.8	4.2	-2.2	-0.4	-12.4	11.7	-0.7
CC(=O)c1ccc(-n2ccnc2)cc1	-13.8	-27.9	-7.1	-5.0	8.1	-16.1	-4.0	-3.2
COc1ccc(S(=O)(=O)Nc2ccccc2C(=O)NC2CC2)cc1NC(C)=O	0.2	-11.3	-4.5	-6.5	12.8	-302.8	5.4	0.2
CCN(CC)CC(=O)NN(Cc1ccccc1)c1ccccc1	-5.7	-17.5	7.0	-3.0	-2.1	28.8	-6.8	-1.0
Nc1nc(CSc2ncn[nH]2)nc(Nc2ccc(F)cc2)n1	-3.5	2.1	-5.9	-4.1	1.3	26.2	-9.1	0.4
O=C(CN1C(=O)C2CCCCC2C1=O)Nc1ccc(S(=O)(=O)Nc2ncccn2)cc1 (stereo unspecified)	-7.8	6.5	2.8	-4.1	-11.8	12.1	-5.2	1.0
Cc1ccc(/C(O)=C2/C(=O)C(=O)N(CCCn3ccnc3)C2c2ccccn2)cc1 (stereo unspecified)	4.3	17.8	6.4	0.3	-18.8	x	-7.7	x
COc1ccccc1C1C2C(=O)N(c3ccccc3)C(=O)C2ON1c1ccccc1 (stereo unspecified)	-1.1	4.1	-5.5	-7.3	-6.8	12.5	-7.8	0.5
Cc1ccc(-c2cc(C(F)F)n3ncc(C(=O)N4CCN5CCCC5C4)c3n2)cc1 (stereo unspecified)	-6.5	13.1	10.8	-5.5	5.1	-440.4	2.9	-3.2
C/C(=N\NC(=O)c1csc(C)c1C)c1ccco1	-25.5	-1.6	31.8	-5.3	2.2	11.3	11.0	-0.9
CCC(=O)NC(=S)Nc1cccc(Cl)c1N1CCCC1	6.5	4.9	6.3	-7.9	-1.1	-5.3	8.5	-1.8
S=C(Nc1ccc(Oc2ccccc2)cc1)N1CCOCC1	-11.9	6.3	-8.4	-5.6	-3.4	1.6	-8.4	12.9
CCNC(=O)NC(=O)CSc1nc2ccccc2n1CC(C)C	-5.9	-2.4	5.7	-7.7	1.1	17.1	0.4	-0.8
O=[N+]([O-])c1ccc(S(=O)(=O)NCC(c2cccnc2)N2CCc3ccccc3C2)cc1 (stereo unspecified)	6.5	15.0	0.9	-11.3	-4.3	20.6	-4.2	-2.0
Cc1ccc(Cl)cc1NC(=O)CN1CCN(C(=O)C2CCCO2)CC1 (stereo unspecified)	-7.1	-2.8	2.7	-1.9	-2.9	3.2	-2.1	-1.1
CC(C)C[C@H](NC(=O)c1nc[nH]c1C(=O)N1CCN(c2ccccc2)CC1)C(=O)OC(C)(C)C	-22.5	16.4	5.6	-2.8	-11.7	6.0	-11.6	-18.1
CCOc1ccc(C(=O)CCC(=O)Nc2cc(C)ccn2)cc1	-0.6	8.0	-13.4	-9.1	-4.1	-33.3	8.7	-5.5
CCOC(=O)C1=C(C)NC(C)=C(C(=O)OCC)C1C(=O)OC1CCOC1=O (stereo unspecified)	12.4	2.2	1.9	-2.4	6.6	-349.9	0.4	-3.7&-6.6
COc1ccc(N2C(=O)/C(=C/c3cccs3)NC2=S)cc1	11.0	2.0	-4.6	60.1*	11.3	20.6	-5.2	-71.0
COc1ccc(Cc2noc(CN3CCN(C4CCc5ccccc5C4)CC3)n2)cc1OC (stereo unspecified)	-9.3	3.8	-0.3	-7.8	4.2	4.8	6.1	-1.6
O=C(O)c1ccc(COc2ccc3ccccc3c2/C=C2/NC(=O)N(c3ccccc3)C2=O)cc1	9.7	13.7	1.6	-5.2	-9.8	-110.9	9.8	-7.6
O=C(NCc1cccs1)c1ccc(N2CCCC2=O)cc1	10.1	-1.8	6.7	-0.3	-6.7	11.2	-3.0	0.8
CC(=O)Nc1ccc(/C(C)=N\NC(=O)c2ccc(-c3ccccc3)cc2)cc1	16.3	16.8	-16.9	-1.2	-19.9	x	-10.9	x
CC(=O)N/C(=C\c1cccs1)C(=O)O	11.4	-7.3	2.3	-6.9	-1.4	9.1	-0.2	-0.8
COc1cc(CN(C(=S)NCC(=O)O)C2CCCC2)cc(OC)c1OC	7.4	-8.6	6.3	-1.3	-4.3	17.5	4.6	1.3
COc1ccc(CNC(=O)c2sc(=S)n(-c3ccc(OC)cc3)c2N)cc1	11.5	4.1	-1.4	6.4	6.9	23.8	3.2	3.0
CCOC(=O)N1CCN(c2ccc(C(C)=O)cc2F)CC1	-9.3	-4.8	-5.2	-1.6	6.0	-8.2	-3.4	1.1
CC1CN(C(=O)CCc2cc(C(C)(C)C)c(O)c(C(C)(C)C)c2)CC(C)O1 (stereo unspecified)	-0.3	12.6	4.1	-5.1	-3.8	2.2	5.3	-0.2
O=c1[nH]c(-c2ccccn2)nc(C(F)(F)F)c1Br	3.2	-0.4	2.7	-9.7	-13.5	7.7	9.5	0.6
Nc1nc(N2CCN(C(=O)c3ccco3)CC2)nc2ccccc12	-4.1	7.3	-8.5	-2.8	2.2	-325.5	-9.3	0.5
Cc1cccc(-c2nc(Nc3cccc(O)c3)c3ccccc3n2)c1	-28.6	17.4	-7.4	-8.9	15.3	-233.3	-18.4	2.4
CCOC(=O)COc1ccc(Oc2nc(C)cc(OC)n2)nn1	-16.2	-4.0	12.3	-2.4	1.1	11.6	2.3	0.3
O=C(CN1CCOCC1)Nc1c(C(=O)C2CC2)oc2ccccc12	-23.0	-3.7	4.2	-5.0	1.7	16.9	-0.5	1.7
CCC1CCCCN1C(=O)COc1ccc(S(=O)(=O)N2CCOCC2)cc1Cl (stereo unspecified)	0.2	4.6	4.0	-0.9	3.9	4.4	-1.0	-0.8
CC(C)C(O)C1CCN(Cc2nc(Cc3ccccc3Cl)no2)CC1 (stereo unspecified)	-1.3	-15.1	2.6	-5.3	5.5	10.2	-4.0	-1.9
O=C1C=C(c2cccc3c2sc2ccccc23)C[C@@H](c2ccc(F)cc2)C1	5.9	3.5	-0.2	-2.0	-2.5	-54.9	4.8	-0.1
O=C(c1ccco1)N1CCN(C(=S)NC2CC3CCC2C3)CC1 (stereo unspecified)	9.9	10.2	-9.0	-2.4	-6.7	10.6	-1.6	3.3
COc1ccc2[nH]c3c(c2c1)CCN1C(=O)C(CC(=O)NCCCN(C)C)C[C@H](C(=O)N2CCOCC2)[C@@]31CCC1CCCC1 (stereo partly specified)	x	14.2	6.9	7.7	x	9.5	x	0.9
O=C1CCC(=O)N1OCCOc1ccccc1	5.0	-10.8	8.1	-4.0	-3.6	8.6	1.5	-0.6
CC1CCC2(CC1)NC(=O)N(CC(=O)Nc1nc(-c3ccc(F)cc3)cs1)C2=O (stereo unspecified)	-30.2	4.5	-5.2	-4.9	-1.2	10.4	-9.3	-6.7
COc1ccccc1C(CNC(=O)C(C)(C)Oc1ccc(Cl)cc1)N1CCCC1 (stereo unspecified)	-3.9	11.6	8.3	-7.0	1.7	15.8	-7.8	0.0
C=C1C(=O)O[C@@H]2C[C@@H](C)[C@@H]3C=CC(=O)[C@@]3(C)[C@@H](OC(C)=O)[C@H]12	4.5	-1.8	-7.5	-5.4	0.0	x	13.1	x
O=C(CC1C(=O)NCCN1CC1CCCCC1)NCc1cc(F)ccc1F (stereo unspecified)	9.1	21.7	6.6	-2.9	8.7	-63.2	-11.0	-4.0
CCC(C)NC(=O)C1CCCN(c2nc(C)cc(OC)n2)C1 (stereo unspecified)	-4.4	-4.0	-0.6	-8.0	2.5	-4.1	-4.4	-1.2
Cc1ccc(OCCCC(=O)Nc2ccccc2C(F)(F)F)cc1	-7.8	-10.5	10.0	-7.0	0.2	15.2	8.0	1.0
Cc1cc(C)n(-c2cc(N3CCOCC3)nc(-c3ccccc3)n2)n1	-20.3	-8.0	7.5	-6.5	6.7	-54.7	2.6	0.7
O=C1C(Cl)=C(NCC2CCCO2)C(=O)N1c1cccc(Cl)c1Cl (stereo unspecified)	-10.4	4.8	1.9	0.2	4.5	-218.3	5.5	-8.2
Cc1ccc2c(COC(=O)c3ccc(C)c(C)c3)cc(=O)oc2c1	-25.9	4.2	6.0	-4.5	13.0	-15.9	-2.3	-8.1
O=C(CCCc1nc2ccccc2s1)NCc1ccc(F)cc1	-3.3	0.5	-2.3	-5.9	8.1	-1.4	-8.4	1.4
Cc1csc(NC(=O)C(F)(F)F)n1	8.7	6.0	2.2	-1.8	1.2	6.8	8.3	1.0
Cc1ccc(S(=O)(=O)N(CC(O)CN2CCOCC2)c2cc(Cl)ccc2Cl)cc1 (stereo unspecified)	-3.4	-10.9	-0.4	-2.8	-3.6	6.9	2.4	0.9
O=S1(=O)CCO[C@H]2Cc3ccccc3[C@H]2N1Cc1ccccc1	-17.2	3.2	-9.3	-10.5	2.7	16.7	-13.2	1.1
Cc1ccc(S(=O)(=O)NC2CC(C)(C)NC(C)(C)C2)cc1	22.4	-8.8	2.5	-6.6	3.1	10.2	12.7	1.0
CN(CC(O)COc1ccc(S(=O)(=O)N2CCOCC2)cc1)C1CCCCC1 (stereo unspecified)	2.1	3.3	15.6	2.5	2.4	12.9	4.5	1.1
CCOC(=O)C1=C(C)NC2=C(C1c1ccc([N+](=O)[O-])cc1)S(=O)(=O)c1ccccc12 (stereo unspecified)	-11.5	21.7	5.3	-1.4	0.3	6.1	-4.9	-9.5
N#CC(C#N)=Cc1cn(-c2ncc(C(F)(F)F)cc2Cl)c2ccccc12	-4.0	15.2	12.1	-4.5	-9.5	-10.1	-0.8	-26.6
O=C(Nc1ccc(C2=NCCN2)cc1)c1ccc(C(=O)Nc2ccc(C3=NCCN3)cc2)c(Cl)c1	-14.0	-21.8	-6.5	13.3	103.9*	3.9	4.6	-28.1

Four successive compounds already listed, for reference:
SMILES	SENP6 block	Apaf1 inhib	SENP7 block	A3G deaminase	UBC13 inh	SENP8 block-1	SENP8 block-2	SENP1 FRET inh
O=C1C(Cl)=C(NCC2CCCO2)C(=O)N1c1cccc(Cl)c1Cl (stereo unspecified)	-10.4	4.8	1.9	0.2	4.5	-218.3	5.5	-8.2
Cc1ccc2c(COC(=O)c3ccc(C)c(C)c3)cc(=O)oc2c1	-25.9	4.2	6.0	-4.5	13.0	-15.9	-2.3	-8.1
O=C(CCCc1nc2ccccc2s1)NCc1ccc(F)cc1	-3.3	0.5	-2.3	-5.9	8.1	-1.4	-8.4	1.4
Cc1csc(NC(=O)C(F)(F)F)n1	8.7	6.0	2.2	-1.8	1.2	6.8	8.3	1.0
